Screening data as filed in PubChem BioAssay.
aSyn yeast rescue: qHTS of alpha-syn Inhibitors: NCGC Sytravon Library Screen. AID 1347070, 2019. S. cerevisiae alpha-synuclein toxicity rescue, BacTiter-Glo growth, 24 h. 94,000 tested, 0.02% active. Potency, µM (series often up to 46.1 µM), for the others: at the highest dose growth rescue (activation), usual class: activators; active = well fitted activation curve with a large enough effect; also: 0% is about no effect
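Growth restoration measured by BacTiter-Glo luminescence after 24 hr at 30 deg C; alpha-synuclein yeast, raffinose-pregrown to mid-log, were added at OD600=0.02 in galactose medium onto pinned compounds.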
An asterisk follows results filed as active; & = joins results of further samples; [ ] = dose if it differs, or a comment. Potency is read from the fitted curve at half-maximal effect. These rows are one share of the data (hit frequency here may not be typical).

A first look (3 entries):
SMILES,aSyn yeast rescue
CS(=O)(=O)N(CC(=O)Nc1ccc(S(=O)(=O)N2CCOCC2)cc1)c1ccccc1Br,-5%
Cc1ccc(Cl)cc1N1CCN(C(=O)C2CCN(S(=O)(=O)c3ccc4c(c3)oc(=O)n4C)CC2)CC1,10%
COc1cccc(N2CCN(C(=O)Cn3ncc4c(=O)oc5ccccc5c43)CC2)c1,-9%

The listing, from the start:
SMILES,aSyn yeast rescue
CS(=O)(=O)N(CC(=O)Nc1ccc(S(=O)(=O)N2CCOCC2)cc1)c1ccccc1Br,-5%
Cc1ccc(Cl)cc1N1CCN(C(=O)C2CCN(S(=O)(=O)c3ccc4c(c3)oc(=O)n4C)CC2)CC1,10%
COc1cccc(N2CCN(C(=O)Cn3ncc4c(=O)oc5ccccc5c43)CC2)c1,-9%
COc1cnn(Cc2ccccc2)c(=O)c1SCc1ccccc1,-6%
CCN(CC)CCn1c2c(c(SCC(=O)Nc3nc4ccccc4s3)nc1=O)CCC2,-1%
COC(=O)Cn1c(CN2CCN(c3ccccc3F)CC2)nc2c1c(=O)n(C)c(=O)n2C,4%
CCOc1ccc(S(=O)(=O)Nc2ccc3c(c2)CCCN3C(=O)c2cccs2)cc1,1%
Cc1c(C(c2ccc(O)cc2)c2c(C)n(C)n(-c3ccccc3)c2=O)c(=O)n(-c2ccccc2)n1C,-8%
Cc1ccc2c(=O)cc(C(=O)N(Cc3ccc(C(C)(C)C)cc3)C3CCS(=O)(=O)C3)oc2c1 (configuration not stated),0%
O=C(NC1CC1)c1cccc(NC(=O)C2CCN(S(=O)(=O)c3ccccc3C(F)(F)F)CC2)c1,4%
O=C(COc1ccc(Cl)cc1)NNC(=O)c1cccnc1,3%
CC(C)OCCCNC(=O)Cc1ccc(NC(=O)N2CCCCc3ccccc32)cc1,8%
COC(=O)c1c(NC(=O)C(C)C)sc2c1CCN(Cc1ccccc1)C2,2%
Cc1ccc(C2=NS(=O)(=O)N(C)C(C(=O)NC3CCCC3)=C2)cc1,9%
Cc1ccc(S(=O)(=O)NCCc2csc(-c3cccc(F)c3)n2)cc1,10%
CCOC(=O)c1ccc(CN(Cc2ccc(F)cc2)S(=O)(=O)c2ccc(F)c(C(=O)Nc3cc(Cl)ccc3OC)c2)cc1,4%
COc1ccc(NC(=O)c2oc3ccccc3c2NC(=O)c2cc3ccccc3o2)c(OC)c1,-1%
COC(=O)CSc1nnc(CNC(=O)c2ccccc2F)n1-c1ccccc1,1%
COc1ccc(OC)c(C2CC(=O)N3CN(c4cccc(Cl)c4)CSC3=C2C#N)c1 (configuration not stated),7%
Cc1ccc(NC(=O)Cn2cnc3c2c(=O)n(C)c(=O)n3C)cc1C,3%

The listing continues.
SMILES,aSyn yeast rescue
COc1ccc(NC(=O)CN(C)C(=O)c2cc3c(cc2Cl)N2CCCCCC2=NS3(=O)=O)cc1,1%
CCOc1cc(-c2nnc(SCC(=O)NC3CCCC3)nc2-c2ccc(OC)c(OCC)c2)ccc1OC,4%
Cc1ccc(Cn2c(C(=O)O)c(CNCCc3cccs3)c3ccc(C)cc32)cc1,6%
Cc1ccc(Cl)cc1N1CCN(C(=O)c2ccc3c(c2)N(Cc2ccccc2)CCS3)CC1,12%
CCOC(=O)c1ccc(NC(=O)C(Cc2ccccc2)N2Cc3ccccc3C2=O)cc1 (configuration not stated),-4%
Cc1cc(S(=O)(=O)N2CCOCC2)ccc1OCC(=O)Nc1ccc(F)c(Cl)c1,-9%
COc1ccc(CCN2C(=O)N(c3cccc(OC)c3)C(=O)C2CC(=O)Nc2ccccc2)cc1 (configuration not stated),8%
CC1(C)CC(=O)C=C(Nc2ccc(O)cc2)C1,1%
CCC1(CC)NC(=O)N(CC(=O)OC(C)C(=O)Nc2ccc(S(N)(=O)=O)cc2)C1=O (configuration not stated),1%
O=C(Nc1cccc(S(=O)(=O)N2CCOCC2)c1)c1ccc2ccccc2n1,-13%
COc1ccc(S(=O)(=O)N(C)C)cc1NC(=O)Cc1ccc(S(=O)(=O)N2CCOCC2)s1,-5%
O=C(NC1CCCCC1)c1cc2ccccc2cc1O,-12%
Cc1cc(Nc2ccc(F)cc2)c2ccccc2n1,4%
CCc1ccc(NC(=O)CN2C(=O)C3CCCN3c3ccc(S(=O)(=O)N(CC)CC)cc32)cc1 (configuration not stated),2%
N#CC(c1cccc([N+](=O)[O-])c1)C(CC(=O)c1ccccc1)c1ccccc1 (configuration not stated),6%
Cc1cc(C)n(-c2ccc(C(=O)N3CCN(S(=O)(=O)c4ccc(OC(F)(F)F)cc4)CC3)cc2)n1,2%
CC(C)Cn1cc(C(=O)NCCCN2CCC(C)CC2)c2c3ccccc3n(C)c2c1=O,-5%
CC(C)(C)CC(=O)NCC(c1ccc2c(c1)OCO2)N1CCOCC1 (configuration not stated),-5%
COc1ccccc1NS(=O)(=O)c1cccc(-n2c(O)c(C=Nc3ccccc3C(=O)O)c3ccccc3c2=O)c1,-1%
O=C(CSc1cn(CCNC(=O)c2cccc(C(F)(F)F)c2)c2ccccc12)Nc1ccc2c(c1)OCCO2,2%

(list continues)
SMILES,aSyn yeast rescue
CC(C)(C)OC(=O)[C@H](Cc1ccccc1)NC(=O)c1ncn2c1c(=O)[nH]c1ccc(Br)cc12,-1%
CC(C)C(=O)Nc1cccc(S(=O)(=O)NC2=NCCC2)c1,-8%
CCOc1cc(/C=C(\C#N)C(=O)Nc2ccc(OC)cc2)ccc1OCc1cc(=O)n2nc(CC)sc2n1,-10%
CCN(CC(=O)Nc1ccccc1C(F)(F)F)CC(=O)c1[nH]c(C)c(C(C)=O)c1C,-6%
COc1ccc(-c2noc(CNC(=O)c3ccoc3C)n2)cc1OC,-4%
COc1ccc(S(=O)(=O)c2c(O)c3ccc(C(=O)NCc4ccccc4)cc3[nH]c2=O)cc1,-4%
Cc1ccc(N2C(=O)c3ccccc3NC2c2ccccc2O)cc1 (configuration not stated),-9%
Cc1ccc(C)c(N2CCN(CCCNC(=O)c3nnc(Cc4ccc(F)cc4Cl)o3)CC2)c1,2%
CCCCn1c(=N)c(S(=O)(=O)c2ccc(C)cc2)cc2c(=O)n3cc(C)ccc3nc21,9%
CCN(CC(=O)Nc1ccccc1C(F)(F)F)C(=O)Cn1c(=O)cnc2ccccc21,2%
CCOc1cc(C(=O)Nc2ccc3c(c2)n(C)c(=O)c(=O)n3C)cc(OCC)c1OCC,-6%
O=S(=O)(NC1=NCCC1)c1cccc(NC(=S)NCCc2ccccc2)c1,-2%
CSc1ncc(C(=O)Nc2ccccc2C(=O)c2ccccc2)c(C)n1,0%
CC(=O)Nc1ccc(NC(=O)/C=C/c2cccc(C(F)(F)F)c2)cc1,-4%
COc1ccccc1NC(=O)c1oc2ccccc2c1NC(=O)Cc1ccccc1,4%
O=C(CCS(=O)(=O)c1cc(Br)cc2c1N(C(=O)C1CC1)CC2)NCc1ccc(Cl)cc1,-1%
CC(C)N(CC(O)COc1ccc(CC(N)=O)cc1)CC(O)COc1ccc(CC(N)=O)cc1 (configuration not stated),-8%
CC1CCC(=NNC(=O)c2ccccc2-n2cccc2)CC1 (configuration not stated),-3%
CC(=O)c1ccc(NC(=O)C2CCC(CNS(=O)(=O)c3ccc(Br)s3)CC2)cc1 (configuration not stated),-2%
COc1ccc(CN(Cc2ccco2)c2cnc(S(C)(=O)=O)nc2C(=O)Nc2ccc(C)cc2C)cc1,2%

Other results.
SMILES,aSyn yeast rescue
COc1ccc(S(=O)(=O)NCc2ccc3c(c2)CCN3C(=O)c2ccc(C)cc2)cc1Cl,10%
COc1cc(OC)cc(C(=O)NNc2nc3cc4c(cc3s2)OCO4)c1,13%
Cc1cccc(NC(=O)CSc2nc3ccccc3nc2N2CCC(C)CC2)c1,22%
COc1ccc2c(c1)c1c(c(=O)n(Cc3ccccc3)c(=O)n1Cc1cccc(Cl)c1)n2C,-6%
Cc1c(Cl)cccc1NC(=O)Cn1nnc(-c2nc(-c3ccccc3)no2)c1N,3%
COC(=O)NCC(c1cccnc1)N1CCN(c2ccccc2F)CC1 (configuration not stated),6%
C/C(=N\Nc1nc2ccccc2[nH]1)c1ccc(C)o1,7%
COc1ccc(OC)c(S(=O)(=O)Nc2ccc3c(c2)OCCO3)c1,1%
C[C@@H]1CN([C@H](C)CO)C(=O)CCCn2nncc2CO[C@H]1CN(C)Cc1ccc2c(c1)OCO2,5%
COc1ccccc1N1CCN(Cc2cc(Br)c(O)c3ncccc23)CC1,-9%
C[C@@H]1CN([C@H](C)CO)C(=O)CCCn2nncc2CO[C@H]1CN(C)C(=O)c1ccncc1,6%
COc1ccc(C)cc1NC(=O)C1CCN(S(=O)(=O)c2ccc3c(c2)CCCN3C(C)=O)CC1,1%
COc1ccc2ccc(OC)c(/C=N/NC(=O)c3cc4ccccc4o3)c2c1,10%
CCN(CC)C(=O)C1=C(C)N(CCCOC)C(=O)C(CC(=O)NCCCCc2ccccc2)C1 (configuration not stated),4%
CC(C)c1ccc(C(C(=O)NC2CCCCC2)N(C(=O)c2ccccn2)c2cccnc2)cc1 (configuration not stated),14%
O=C(/C=C/c1cccnc1)c1cc(F)ccc1O,2%
Cc1ccccc1Nc1c(-c2cc(Br)ccc2F)nc2ccccn12,-18%
COc1ccc(S(=O)(=O)NC2(C(F)(F)F)NC(=O)N(CCc3ccc(OC)c(OC)c3)C2=O)cc1 (configuration not stated),-7%&-13%
Cc1ccc(C(=O)NNC(=O)CSc2n[nH]c(-c3cccnc3)n2)cc1,6%
CCCNC(=O)Cn1nc(-c2ccc(C)cc2)c2cnc3ccc(CC)cc3c21,-5%

Given field by field: part of the list above
> C[C@@H]1CN([C@H](C)CO)C(=O)CCCn2nncc2CO[C@H]1CN(C)C(=O)c1ccncc1
  aSyn yeast rescue: 6%

> COc1ccc(C)cc1NC(=O)C1CCN(S(=O)(=O)c2ccc3c(c2)CCCN3C(C)=O)CC1
  aSyn yeast rescue: 1%

> COc1ccc2ccc(OC)c(/C=N/NC(=O)c3cc4ccccc4o3)c2c1
  aSyn yeast rescue: 10%

> CCN(CC)C(=O)C1=C(C)N(CCCOC)C(=O)C(CC(=O)NCCCCc2ccccc2)C1 (configuration not stated)
  aSyn yeast rescue: 4%

(further entries)
SMILES,aSyn yeast rescue
Cc1cc(NC(=O)c2ccco2)c(=O)n(Cc2cccc(C(F)(F)F)c2)c1,0%
Cc1ccc(C)c(S(=O)(=O)N2CCCC2CNC(=O)C(=O)NCc2cccs2)c1 (configuration not stated),-1%
C/C(=N\NC(=O)c1cc(C)oc1C)c1ccc2ccccc2c1,1%
C=CCN=c1scc(-c2ccco2)n1/N=C/c1ccc(O)c(O)c1O,7%
Cc1ccccc1NC(=O)Cn1c(=O)n(CCC(=O)NCc2ccc3c(c2)OCO3)c(=O)c2sccc21,-8%
COc1ccc(S(=O)(=O)N2CCC(N3CCN(c4ccccc4OC)CC3)CC2)cc1,4%
CC(C)(C)c1ccc(OC(=O)c2ccc3snnc3c2)cc1,3%
Cc1oc(C)c2c(=O)cc(-c3ccc4c(c3)OCO4)cc(OC(=O)c3ccccc3Br)c12,9%
C/C(=N\NC(=O)c1ccc2c(c1)OCO2)c1ccco1,-7%
CC(C)Cn1cc(NC(=O)NCc2cccc(Cl)c2)c2ccccc2c1=O,5%
Cc1ccc(S(=O)(=O)N2CCOCC2)cc1NC(=O)CN(C)CC(=O)Nc1cccc(F)c1,-5%
Cc1cccc(/C=C(\C#N)c2nc3ccccc3c(=O)[nH]2)c1,3%
CCCCC(=O)Nc1ccc(NC(=S)NC(=O)c2ccco2)cc1OC,-8%
CCCCn1c(N)c(N(CCC(C)C)C(=O)C2CC(=O)N(c3cccc(SC)c3)C2)c(=O)[nH]c1=O (configuration not stated),-12%
COc1ccccc1Nc1ncnc2scc(-c3ccc(F)cc3)c12,1%
CCOC(=O)C1CCCN(C(=O)c2ccc3c(c2)N(Cc2ccccc2F)C(=O)c2ccccc2S3=O)C1 (configuration not stated),-6%
Cc1ccc(S(=O)(=O)N2CCCN(c3nccc(C(F)(F)F)n3)CC2)cc1,5%
Cc1c(-c2cccc(NC(=O)Nc3ccccc3)c2)nc2ncccn12,2%
Cc1ccc(C(=O)O/N=C(\N)c2ccccn2)cc1,-41%[inhibitor]
CCOC(=O)N1CCN(C(=O)C2CCC(=O)N(Cc3ccccc3OC)C2)CC1 (configuration not stated),5%

Additional structures.
SMILES,aSyn yeast rescue
COc1ccc(OC)c(S(=O)(=O)Nc2cccc(-c3ccc(N4CCCCCC4)nn3)c2)c1,4%
O=C(CSc1nnc(-c2ccc(Cl)cc2)c(-c2ccc(Cl)cc2)n1)NC1CCCC1,4%
Cc1c(NC(=O)c2cc(-c3ccc(O)cc3)on2)c(=O)n(-c2ccccc2)n1C,-7%
CN(Cc1cccnc1)C(=O)c1ccc(Cl)c(NS(=O)(=O)c2ccc(F)cc2)c1,-5%
O=C(N/N=C/c1ccc(N2CCOCC2)cc1)c1cccs1,-5%
CCOc1ccc(C(=O)c2cn(CC(=O)Nc3ccc(C)c(C)c3)c3ccc(OCC)cc3c2=O)cc1,7%
Cn1c(=O)cc(SCC(=O)NCc2ccc(F)cc2)c2cc(Cl)ccc21,-7%
COc1ccc(CN(C(=O)Nc2cccc(Cl)c2)c2ccccn2)cc1OC,3%
Cc1cc(C2=NNC(=NCCc3ccccc3)SC2)c(C)n1-c1c(C)n(C)n(-c2ccccc2)c1=O,-2%
